Rat MKP-3 inhibitors – MKP-3 phosphatase inhibitors, primary screen, biochemical, rat enzyme, in vitro (AID 425) | inhibition, % at 20 µM; hits with a dose series show IC50 in µM | Dual specificity protein phosphatase 6 (Rattus norvegicus) | recombinant MKP-3 phosphatase activity, fluorescence; higher % means a stronger effect | actives 0.17% (n = 110,000); in the data active = inhibition above about 50%;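 also: plate controls were vehicle for no effect and reference inhibitor for full effect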
Hsp70 inhibitors – Hsp70 inhibitors, probe displacement, primary screen, biochemical, fluorescence polarization (AID 583); actives 0.06% (n = 140,000); displacement, % at 20 µM; hits with a dose series show IC50 in µM; Hsp70 fluorescence polarization probe displacement, mP; higher % means a stronger effect; in the data active = displacement above about 50%;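 also: plate controls were vehicle for no effect and reference ligand for full effect; a part of the inactive calls stands beside numbers as strong as those of hits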
* hit, by the source's call; . = not tested or not shown; & = joins results of further samples. The list is partial; count on the stated rates, not on these rows.

mol | Rat MKP-3 inhibitors | Hsp70 inhibitors
CC(NC(=O)C1C(=O)N(CCO)C2(C)CC1c1ccccc1O2)c1ccccc1 (stereo not given) | 1.9% | -7.4%
COc1ccc(S(=O)(=O)Nc2ccccn2)cc1OC | -13.7% | -3.9%
COC(=O)C1CCN(C(=O)c2cc3ccccc3oc2=O)CC1 | . | 5.2%
COC(=O)CSc1nc2ncccc2[nH]1 | . | -4.8%
O=C(O)c1cc(-c2ccc(/C=N/Nc3ccc(Cl)c(Cl)c3)o2)ccc1Cl | -0.6% | 5.5%
CC1(C)OC(=O)C(=CNc2ccc(F)cc2)C(=O)O1 | 4.9% | 1.0%
CCC1(C(=O)O)NC(c2cccc(OC)c2O)C2C(=O)N(c3ccccc3)C(=O)C21 (stereo not given) | -7.8% | 2.3%
COC(=O)Cn1c(CN2CCc3ccccc3C2)nc2c1c(=O)n(C)c(=O)n2C | 1.9% | 8.3%
COc1ccc(-c2nnc3ccc(SCC(=O)N4CCN(c5ccccc5)CC4)nn23)cc1OC | -6.6% | 0.1%
CC(C)CCSc1nnc(Cn2c(=O)sc3ccccc32)n1C | -4.9% | -8.4%
CC(C)C(C(=O)O)N1C(=O)/C(=C/c2ccc(O)cc2)SC1=S (stereo not given) | 0.0% | -42.2%
Cc1ccc(C(=O)N(Cc2ccccc2)Cc2ccccc2)cc1[N+](=O)[O-] | -5.2% | -0.8%
COc1cccc(-c2nc3cc(NC(=O)c4ccc(Br)o4)ccc3o2)c1 | 2.3% | 1.0%
O=C(Cn1ccc2ccccc2c1=O)N1CCN(c2cccc(Cl)c2)CC1 | -0.2% | 1.2%
c1ccc(CSc2nnnn2-c2ccc3c(c2)OCCO3)nc1 | 3.3% | 0.3%
CCc1nnc(NC(=O)CN2CCN(c3ccc([N+](=O)[O-])cc3)CC2)s1 | 4.1% | -4.5%
FC(F)(F)c1ccc2nnc(-c3ccc(Br)cc3)n2c1 | 2.7% | -3.8%
O=C(Nc1ccc(F)c([N+](=O)[O-])c1)c1ccc(Br)o1 | 6.1% | 7.2%
N=c1c(C(=O)NC2CCCCC2)cc2c(=O)n3ccccc3nc2n1CCN1CCOCC1 | 1.0% | 0.6%
CCCCOc1ccc(-c2c(C#N)c(N)nc(SCc3ccc(Cl)cc3)c2C#N)cc1 | 3.1% | 6.5%
CC(=O)SCCC(=O)N1CCn2c3c(c4cc(C)ccc42)CCCC31 (stereo not given) | -0.7% | 0.7%
CCOC(=O)N1CCC2(O)CCCCC2C1c1ccc(F)cc1 (stereo not given) | 0.0% | 4.1%
CC(C)CC(Nc1c(C(=O)Nc2ccc(Cl)cc2)cc([N+](=O)[O-])cc1[N+](=O)[O-])C(=O)O (stereo not given) | 1.0% | 3.7%
CC1=NN(c2nc(-c3ccc(Br)cc3)cs2)C(=O)/C1=C\c1ccc2c(c1)OCO2 | 5.7% | 0.0%
O=C(O)CN1C(=O)SC(Nc2ccccc2)C1=O (stereo not given) | . | -0.3%

Part of the list above in order of molecular weight, smallest number first.
mol | Rat MKP-3 inhibitors | Hsp70 inhibitors
FC(F)(F)c1ccc2nnc(-c3ccc(Br)cc3)n2c1 | 2.7% | -3.8%
CC(C)CCSc1nnc(Cn2c(=O)sc3ccccc32)n1C | -4.9% | -8.4%
CCc1nnc(NC(=O)CN2CCN(c3ccc([N+](=O)[O-])cc3)CC2)s1 | 4.1% | -4.5%

The listing continues:
mol | Rat MKP-3 inhibitors | Hsp70 inhibitors
COc1ccc(-c2nnc(CSc3nc4ccccc4c(=O)n3CC(C)C)o2)cc1OC | -9.4% | -4.2%
O=C(COc1ccccc1F)c1ccc(O)cc1O | 7.3% | -3.4%
O=C(CCN1CCN(c2ccc(F)cc2)CC1)Nc1ccccc1F | 0.8% | -4.0%
Cc1ccc(N2C(=O)CC(Sc3nc4ccccc4s3)C2=O)cc1 (stereo not given) | 2.1% | 0.0%
Nc1c(C(=O)OCC2CCCO2)c2nc3ccccc3nc2n1-c1ccc2c(c1)OCCO2 (stereo not given) | -2.2% | -0.3%
Cc1cc2nc(-c3ccc(Cl)c(NC(=O)/C=C/c4ccco4)c3)oc2cc1C | 5.9% | -3.8%
O=C1CC(N2CCN(c3ccc(F)cc3)CC2)C(=O)N1Cc1ccc(N2CCCC2=O)cc1 (stereo not given) | -11.3% | .
O=C(COc1ccccc1[N+](=O)[O-])Nc1ccc2oc(-c3cccc(Cl)c3)nc2c1 | -7.7% | 7.5%
COC(=O)[C@H]1CCCN1C(=O)Nc1cccc(Oc2c(F)c(F)c(F)c(F)c2F)c1 | -9.8% | -1.3%
CCOC(=O)N1CCN(C(=O)CS(=O)Cc2nc(-c3cccc(C)c3)oc2C)CC1 (stereo not given) | 7.0% | 1.3%
CCn1c(=N)c(C(=O)NCc2cccnc2)cc2c(=O)n3cccc(C)c3nc21 | -4.0% | 8.6%
Cc1cc2nc3n(c2cc1C)CCN3 | 0.9% | -1.8%
Cn1c(Cc2ccccc2)nnc1SCCC(=O)Nc1ccccc1 | 6.2% | 1.5%
CCOC(=O)c1c(-c2ccc(OC)cc2)csc1NC(=O)c1ccccc1Br | 4.4% | -1.3%
CC1=NNC(=O)/C1=C\c1cn(-c2ccccc2)nc1-c1ccc(C)o1 | 0.9% | -3.0%
Cc1ccc(C2Nc3ccc(C(=O)c4ccccc4)cc3NC3=C2C(=O)CCC3)o1 (stereo not given) | 6.2% | 0.2%
CCOC(=O)N1CCC(NC(=O)C(Cc2ccccc2)NC(=O)c2ccco2)CC1 (stereo not given) | -17.6% | 0.9%
O=C(O)CCn1c(-c2ccccc2)cc2c1CCCC2=O | -4.2% | -4.8%
CC(C)(C)c1ccc(OCC(=O)Nc2cccc(NC(=O)c3ccccc3)c2)cc1 | 9.6% | -3.4%
O=S(=O)(NCC(c1cccnc1)N1CCOCC1)c1cccs1 (stereo not given) | . | -1.1%
CC(=O)Nc1ccc(-c2ccc(OCc3ccccc3)cc2)cc1 | 2.2% | -2.0%
Cc1ccc(S(=O)(=O)N2CCCC(C(=O)NCCc3ccc4c(c3)OCO4)C2)cc1 (stereo not given) | -14.0% | -2.0%
Cc1cccc(C(C)C)c1NC(=O)COc1ccc(Cl)cc1Cl | -0.1% | 0.4%
CCc1ccc(NS(=O)(=O)c2ccc3[nH]cc(C(=O)NCC4CCCO4)c(=O)c3c2)cc1 (stereo not given) | 3.8% | -1.9%
Cc1cc(C)cc(CSCC(=O)Nc2cc(Cl)ccc2Cl)c1 | -2.2% | 3.3%

(further entries)
Every second line gives: Rat MKP-3 inhibitors, Hsp70 inhibitors
O=C(O)CSc1nc2ccc(N3C(=O)C4CCCCC4C3=O)cc2s1 (stereo not given)
 : 1.2%, -0.2%
CC(C)(C)NC(=O)C(=O)N/N=C/c1c(Cl)cccc1Cl
 : -0.5%, 0.9%
CCOC(=O)C1CCN(C(=O)CN(c2ccc(OC)cc2)S(=O)(=O)c2c(C)noc2C)CC1
 : -2.0%, -1.7%
COC(=O)Cn1nc(C)c2ccccc2c1=O
 : ., -2.1%
CC1(C)COC(c2cccn2Cc2ccccc2Cl)=N1
 : ., 0.1%
O=C(Nc1ccc(F)c(Cl)c1)c1ccc2c(=O)n3c(nc2c1)CCCCC3
 : -2.3%, 2.5%
COc1cc(CN2CCN(Cc3ccccc3Br)CC2)cc(OC)c1O
 : 3.4%, -4.0%
O=c1cc(O)n(-c2ccccc2)c(=S)[nH]1
 : ., 0.9%
O=C(O)CSc1cccc2cccc(C(=O)O)c12
 : 6.1%, 2.3%
O=C(NCCc1ccccc1)c1cc2sccc2n1Cc1ccccc1
 : ., -0.2%
CC1(C)Cc2c(C#N)c(N3CCN(C(=O)c4ccccc4)CC3)nc(-c3ccco3)c2CS1
 : -1.2%, 5.6%
COCCCNC(=O)c1ccc2c(=O)n(C3CCCC3)c(=S)[nH]c2c1
 : 6.7%, -2.8%
O=C(CCn1nnc2ccccc21)Nc1nnc(Cc2ccc(F)cc2)s1
 : -1.2%, -3.2%
COC(=O)CN1C(=O)/C(=C/c2ccc(OCc3ccc(Cl)cc3)c(OC)c2)SC1=S
 : -0.6%, -6.8%
COc1ccc(OCCCCOc2ccc(C)cc2C)cc1
 : -1.2%, -5.4%
Cc1noc(C)c1COc1cccc(C(=O)OCC(=O)N2CC(=O)Nc3ccccc32)c1
 : -14.1%, 5.2%
COC(=O)CSc1ncnc2c1sc1nc(-c3ccco3)c3c(c12)CC(C)(C)OC3
 : 4.8%, 0.6%
O=C(NCC1CCCO1)C(C(=O)c1ccc(F)cc1)n1ccccc1=O (stereo not given)
 : -15.7%, 0.9%
Cc1ccc(/C=C/C(=O)c2ccccc2)cc1
 : ., 5.2%
CCCOC(=O)c1ccc(OCC(O)CN2C(=O)NC(C)(C)C2=O)cc1 (stereo not given)
 : -8.6%, 4.9%
COn1c(=O)c(=O)n(O)c2ccccc21
 : ., -4.5%
O=S(=O)(Oc1ccccc1)c1cc(Cl)ccc1Cl
 : 0.6%, 1.3%
CCC(C)c1ccc(NC(=O)c2cccs2)cc1 (stereo not given)
 : ., 0.2%
NC(=O)CSc1nc2scc(-c3ccco3)c2c(=O)n1-c1ccccc1
 : 9.2%, -2.3%
O=C(NCc1ccc2c(c1)OCO2)c1cc(-c2ccccc2Cl)on1
 : ., -6.0%
COc1ccc(-c2c(C)nn(-c3ccccc3)c2N)cc1OC
 : 2.4%, -3.9%&6.8%
Cc1onc(-c2ccccc2)c1C(=O)N1CCCSC1=Nc1ccccc1
 : -3.5%, 1.2%
COCCOC(=O)c1c(C)oc2ccc(NS(=O)(=O)c3cc(C)ccc3C)cc12
 : -2.3%, 4.0%
CC(=O)NCc1ccc(-c2csc(N)n2)s1
 : -0.6%, -2.7%
CCCN(C(=O)CSc1nnc(-c2ccoc2C)n1N)C1CCS(=O)(=O)C1 (stereo not given)
 : -2.6%, 1.4%
NS(=O)(=O)c1ccc(CCNc2nc(CN3CCOCC3)nc3sc4c(c23)CCC4)cc1
 : -2.7%, -1.8%
COc1ccc(COC(=O)C2=C(C)NC3=C(C(=O)CC(C)(C)C3)C2c2coc3ccc(C)cc3c2=O)cc1 (stereo not given)
 : -1.5%, 7.1%
COc1ccc(C2C3=C(CCCC3=O)OC3=C2C(=O)CCC3)cc1
 : 1.6%, -0.1%
CCN1C(=O)c2ccc(C(=O)Nc3nccs3)cc2C1=O
 : -4.8%, -1.7%
O=C(CN(C(=O)CNC(=O)c1ccco1)c1ccc2c(c1)OCO2)NC1CCCCC1
 : 0.8%, 7.9%
CCC(O)c1cc2c(cc1NC(=O)c1ccc(C)cc1)OCCO2 (stereo not given)
 : -16.1%, 0.6%
O=C1C(C=NCCN2CCN(C(=S)Nc3ccccc3)CC2)=C(O)c2ccccc21
 : 3.4%, -4.7%
C=CCn1c(=N)n(CC(=O)OC)c2ccccc21
 : 4.9%, 0.8%
COc1ccccc1CNC(=O)Cn1nnc(-c2ccncc2)n1
 : -1.6%, 1.3%
CN1CCN(C(=O)Nc2ccccc2)CC1
 : 2.3%, -2.3%

Reprinted from the part before: 7 entries; new compounds follow.
Every second line gives: Rat MKP-3 inhibitors, Hsp70 inhibitors
CCN1C(=O)c2ccc(C(=O)Nc3nccs3)cc2C1=O
 : -4.8%, -1.7%
O=C(CN(C(=O)CNC(=O)c1ccco1)c1ccc2c(c1)OCO2)NC1CCCCC1
 : 0.8%, 7.9%
CCC(O)c1cc2c(cc1NC(=O)c1ccc(C)cc1)OCCO2 (stereo not given)
 : -16.1%, 0.6%
O=C1C(C=NCCN2CCN(C(=S)Nc3ccccc3)CC2)=C(O)c2ccccc21
 : 3.4%, -4.7%
C=CCn1c(=N)n(CC(=O)OC)c2ccccc21
 : 4.9%, 0.8%
COc1ccccc1CNC(=O)Cn1nnc(-c2ccncc2)n1
 : -1.6%, 1.3%
CN1CCN(C(=O)Nc2ccccc2)CC1
 : 2.3%, -2.3%
O=C(Nc1ccc2oc(-c3ccccc3)nc2c1)c1ccc(Br)o1
 : -1.8%, 6.4%
COc1ccc(N2C(=O)CCC(C(=O)N3CCCCC3)C2c2ccc(F)cc2)cc1 (stereo not given)
 : -0.5%, -1.5%
C=CCn1c(Cc2cccs2)nnc1SCC(=O)Nc1ccc(OC)cc1
 : -15.2%, -2.9%
COc1ccc(N2C(=O)/C(=C\c3ccsc3)SC2=S)cc1
 : 4.3%, 3.5%
Cc1ccc(N2CC(C(=O)NCCCn3ccnc3)CC2=O)cc1 (stereo not given)
 : -2.5%, -0.7%
COc1ccc(S(=O)(=O)N2CCC(CN3C(=O)c4cccc5cccc(c45)C3=O)CC2)cc1
 : 1.4%, -5.8%
CCN(CC)c1ncnc2sc3c(c12)CCC3
 : ., 3.3%
O=C(CCNS(=O)(=O)c1ccccc1[N+](=O)[O-])N(Cc1ccccc1)Cc1ccccc1
 : 2.5%, -0.8%
CC(NC(=O)CSc1nc2c(c(C(F)(F)F)n1)CCc1ccccc1-2)c1ccccc1 (stereo not given)
 : ., 7.1%
CN(C)c1oc(COc2ccc(F)cc2)nc1C#N
 : -7.7%, .
Cc1ccc(OCC(=O)Nc2ccccc2N2CCOCC2)c(C)c1
 : ., 1.8%
COc1ccccc1CCNC(=O)CCSc1nc(-c2ccco2)cc(C(F)(F)F)n1
 : ., -5.6%
COc1ccc(-c2nc(SC)n(S(=O)(=O)c3ccccc3)n2)cc1
 : -14.9%, 0.4%
Cc1c(=O)n(OCc2cccc(F)c2)c2ccccc2[n+]1[O-]
 : ., -1.3%
O=C1CC(c2cccs2)c2cc3c(cc2N1)OCCO3 (stereo not given)
 : -0.5%, -0.6%
CCn1cc(C(=O)Nc2nncs2)c(=O)c2cc(F)c(N3CCN(C(=O)c4ccco4)CC3)cc21
 : -6.8%, 2.2%
COc1ccc(Oc2cc(C)c3cccc(C)c3n2)cc1
 : ., 2.8%
Cc1cc2c(cc1C)N(C(=O)CSc1nccn1C)C(C)(C)c1ssc(=S)c1-2
 : 2.0%, -1.6%
O=C(O)c1ccccc1-c1ccc(/C=N/n2cnnc2)o1
 : 1.5%, -0.7%
COc1ccc(N(CC(=O)N(C)Cc2ccccc2)S(C)(=O)=O)c(OC)c1
 : -2.3%, 0.2%
N#Cc1c(Nc2ccc(F)cc2)ccnc1N
 : 0.0%, 0.4%

High-throughput results (PubChem BioAssay)
